BRCA1 expr act – qHTS Assay to Identify Small Molecule Activators of BRCA1 Expression | AID 624202, 2012 | actives 1.1% (n = 380,000) | Potency, µM (top dose mostly 46.1 µM), without a hit: at the top dose activation, hits mostly activators | MCF7-BRCA1-FFLuc reporter, luminescence, 48 h; response scale: scaled: vehicle 0%, 10 µM genistein 100%; also: nearly all actives have a fitted effect of over 80% in size; some results filed as inactive show a strong effect at the top dose
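Cells: MCF7-BRCA1-FFLuc, 2000/well. Exposure: 48 h, 37 °C, 5% CO2. Read: luminescence, 15 min post-substrate. Controls: genistein 10 microM (maximal activation), DMSO (neutral).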
p53 reactivation – qHTS assay for re-activators of p53 using a Luc reporter; H1299 p53-A138V BP100-luciferase reporter, luminescence, 24 h; Potency, µM (series often up to 92.2 µM), without a hit: at the highest dose activity change, positive = activation, most hits filed as activators; actives 0.063% (n = 320,000); also: % of control where 0% means no effect; nearly all actives have a fitted effect of over 45% in size
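H1299 (p53-null), stable ts p53-A138V + BP100-Luc; 1000 cells/well, Opti-MEM/10% FBS; cpd 4 pt, 1:5; 24 h, 37 deg C, 5% CO2; detection reagent 10 min RT; luminescence.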
uPA surface inh – qHTS for Inhibitors of Cell Surface uPA Generation; actives 0.31% (n = 330,000); cell surface uPA generation assay, qHTS; Potency, µM (titrated, usually from 38.3 µM), without a hit: top-dose activity change, negative = inhibition, usual class: inhibitors; active = well fitted inhibition curve with a large enough effect; inconclusive = small, poorly fitted or top-dose-only effect; inactive = no such curve, though single readings can be large or run the other way; tested in mouse RAW 264.7 cells; also: % is scaled to controls: 0 for no effect and ±100 for the full control effect; nearly all actives have a fitted effect of over 55% in size
Rab9 promoter act – qHTS Assay for Rab9 Promoter Activators | Huh7 Rab9 promoter-luciferase reporter, luminescence, 24 h | Potency, µM (series often up to 9.22 µM), inactives show top-dose activation, negative = inhibition, most hits filed as activators | actives 2.8% (n = 320,000); also: % of control where 0% means no effect; nearly all actives have a fitted effect of over 60% in size
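Using Huh7 cells stably transfected with Rab9 promoter–luciferase, compounds were incubated 24 h at 37 °C, 5% CO2; luciferase luminescence was read 10 min after reagent addition.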
Gal4-VP16 FLuc – VP16 counterscreen qHTS for inhibitors of ROR gamma transcriptional activity; Potency, µM (series often up to 53.6 µM), without a hit: at the top dose activity, negative = inhibition, hits mostly inhibitors; actives 3.5% (n = 310,000); AID 2546, 2010; Drosophila S2 Gal4-VP16 UAS-luciferase, luminescence, 20 h;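 also: Gal4-VP16 expression switched on by copper sulfate through the metallothionein promoter; % is scaled to controls: 0 for no effect and ±100 for the full control effect; nearly all actives have a fitted effect of over 50% in size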
NPC1 prom act – qHTS Assay for NPC1 Promoter Activators; AID 485313, 2010; actives 2.4% (n = 320,000); Huh7 NPC1 promoter luciferase reporter, 24 h; Potency, µM (titrated, usually from 9.22 µM), inactives show top-dose activation, actives largely listed as activators;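 also: % of control where 0% means no effect; nearly all actives have a fitted effect of over 60% in size; reporter is driven by a mutant NPC1 promoter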
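Luminescence read-out of NPC1 promoter-driven luciferase in stably transfected Huh7 cells; compounds delivered in DMSO and left 24 h at 37C, 5% CO2, qHTS titration format.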
RORgamma inh – qHTS for inhibitors of ROR gamma transcriptional activity | Nuclear receptor ROR-gamma (Mus musculus), P51450 | Drosophila S2 Gal4-RORgamma UAS-luciferase reporter, 20 h | Potency, µM (doses to about 53.6 µM), for inactives: at the highest dose activity change, negative = inhibition, most hits filed as inhibitors | actives 5.4% (n = 310,000); also: % is scaled to controls: 0 for no effect and ±100 for the full control effect; nearly all actives have a fitted effect of over 60% in size
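Using a luciferase readout, inhibitors were identified by reduced reporter activity in Drosophila cells coexpressing a copper-inducible Gal4–ROR gamma fusion and UAS-driven Photinus luciferase, incubated 20 hr after 700 uM copper sulfate.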
MLL CXXC-DNA inh – qHTS Fluorescence Polarization Assay for Inhibitors of MLL CXXC domain - DNA interaction; AID 2662, 2010; MLL-CXXC / FITC-HOXA9 DNA fluorescence polarization; Potency, µM (titrated, usually from 115 µM), without a hit: at the top dose activity change, negative = inhibition, usual class: inhibitors; Histone-lysine N-methyltransferase 2A (Homo sapiens), Q03164; actives 0.037% (n = 290,000); active = well fitted inhibition curve with a large enough effect in the polarisation, with a control signal flat, not every such curve was filed as active; inconclusive = small, poorly fitted or top-dose-only effect, or effect the other way, or a change in a side signal; inactive = no such curve, though single readings can be large or run the other way; the % refers to the polarisation
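Fluorescence polarization: 7 uM MLL-CXXC (stock) preincubated 5 min with compounds, then 50 nM fluorescein-HOX-A9 DNA (stock) added; 30 min ambient. Buffer 50 mM Tris-HCl pH 7.5, 50 mM NaCl, 1 mM DTT, 0.05% BSA.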
ELG1 genotoxic – qHTS screen for small molecules that induce genotoxicity in human embryonic kidney (HEK293T) cells expressing luciferase-tagged ELG1; Potency, µM (highest dose often 46 µM), without a hit: at the top dose activity change, positive = activation, most hits filed as activators; actives 1.3% (n = 330,000); HEK293T ELG1-luciferase reporter, luminescence, 16 h; AID 504466, 2011; also: % of control where 0% means no effect; nearly all actives have a fitted effect of over 60% in size
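Genotoxicity was scored as increased ELG1-luciferase reporter signal, measured by ONE-Glo luminescence (30 min, room temperature). Compound or vehicle exposure of the HEK293T reporter cells lasted 16 hr at 37°C.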
MBNL1 CUG block – qHTS Assay for Inhibitors of MBNL1-poly(CUG) RNA binding. Muscleblind-like protein 1 (Homo sapiens), Q9NR56. actives 0.036% (n = 280,000). TR-FRET MBNL1-His/biotin-(CUG)12 binding, 665/545 ratio. Potency, µM (highest dose often 57.5 µM), for the others: top-dose activity change, negative = inhibition, most hits filed as inhibitors. AID 2675, 2010; active = well fitted inhibition curve with a large enough effect in the signal ratio, with a control signal flat, not every such curve was filed as active; inconclusive = small, poorly fitted or top-dose-only effect, or effect the other way, or a change in a side signal; inactive = no such curve, though single readings can be large or run the other way; the % refers to the signal ratio; also: % is scaled to controls: 0 for no effect and ±100 for the full control effect
Target sequence (Q9NR56 whole entry, looked up): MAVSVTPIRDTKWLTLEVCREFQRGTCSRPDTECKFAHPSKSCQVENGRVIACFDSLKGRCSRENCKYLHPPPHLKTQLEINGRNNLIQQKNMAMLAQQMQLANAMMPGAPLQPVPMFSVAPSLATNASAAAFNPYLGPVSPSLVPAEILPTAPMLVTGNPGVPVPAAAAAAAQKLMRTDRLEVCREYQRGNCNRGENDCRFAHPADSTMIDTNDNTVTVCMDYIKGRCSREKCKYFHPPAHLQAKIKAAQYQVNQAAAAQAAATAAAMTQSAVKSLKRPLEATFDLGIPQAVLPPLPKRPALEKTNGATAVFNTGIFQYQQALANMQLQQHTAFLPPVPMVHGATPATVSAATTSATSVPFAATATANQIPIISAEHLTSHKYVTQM
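TR-FRET between His-tagged MBNL1 and biotin-(CUG)12 RNA, detected with Tb anti-His antibody (0.055 ng/ul) and streptavidin-XL665 (5 nM), 60 min at room temperature. Compounds titrated 92 nM to 58 uM; 665/545 nm ratio normalized to buffer and complex controls.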
FLuc modulator – qHTS profiling assay for firefly luciferase inhibitor/activator using purifed enzyme and Km concentrations of substrates (counterscreen for miR-21 project). Luciferin 4-monooxygenase (Photinus pyralis), P08659. purified FLuc, Km substrates, luminescence inhibition. Potency, µM (series often up to 57.5 µM), for the others: at the highest dose activity change, negative = inhibition, actives largely listed as inhibitors. actives 6.9% (n = 360,000). AID 588342, 2011;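 also: plate controls were vehicle for no effect and reference inhibitor for full effect; nearly all actives have a fitted effect of over 55% in size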
Target sequence (P08659 whole entry, looked up): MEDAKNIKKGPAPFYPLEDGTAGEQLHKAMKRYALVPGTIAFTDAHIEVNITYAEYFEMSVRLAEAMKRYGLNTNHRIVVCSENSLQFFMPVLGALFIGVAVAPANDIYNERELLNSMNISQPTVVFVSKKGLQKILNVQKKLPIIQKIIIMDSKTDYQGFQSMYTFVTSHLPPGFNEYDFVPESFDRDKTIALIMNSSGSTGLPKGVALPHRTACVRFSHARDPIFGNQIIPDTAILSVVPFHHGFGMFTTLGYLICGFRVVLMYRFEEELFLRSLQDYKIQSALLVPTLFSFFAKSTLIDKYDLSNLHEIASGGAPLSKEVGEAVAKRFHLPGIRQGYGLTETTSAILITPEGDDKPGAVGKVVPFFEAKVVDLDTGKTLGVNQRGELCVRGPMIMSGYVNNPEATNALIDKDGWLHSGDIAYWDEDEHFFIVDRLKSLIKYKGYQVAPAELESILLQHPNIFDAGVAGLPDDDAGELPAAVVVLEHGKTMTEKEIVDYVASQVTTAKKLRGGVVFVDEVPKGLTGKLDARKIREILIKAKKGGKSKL
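Biochemical qHTS of compounds, final roughly 60 µM downward over six points, against 10 nM purified firefly luciferase using Km concentrations of substrates (10 uM D-luciferin, 10 uM ATP) in Tris acetate pH 7.5 buffer; luminescence output.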
An asterisk follows results filed as active; u = inconclusive; x = no result given; [ ] = another dose, or the depositor's remark. Unless noted, calls follow the shape of the dose curve; as a rule, active = well fitted curve in the direction sought with a large enough effect; inconclusive = small, poorly fitted or top-dose-only effect, or another doubt; inactive = no such curve, though single readings can be large; an effect the other way counts as inactive or inconclusive. Potency is read from the fitted curve at half-maximal effect. An excerpt; the hit share may differ from the screen's.

Structure,p53 reactivation,NPC1 prom act,Gal4-VP16 FLuc,MLL CXXC-DNA inh,RORgamma inh,ELG1 genotoxic,FLuc modulator,MBNL1 CUG block,BRCA1 expr act,uPA surface inh,Rab9 promoter act
O=c1cc(O)c2ccccc2n1Cc1ccccc1Cl,-7%,-3%,-8%,0%,-45%,-5%,u,-4%,0%,-1%,-1%
Oc1c(/C=N/Nc2cccc3cccnc23)ccc2ccccc12,u,u,u,6%,13µM*,u,u,u,17%,0%,3.2µM*
CC(=O)c1ccccc1NS(=O)(=O)c1ccccc1Cl,-2%,-4%,3%,-3%,-6%,-7%,0%,7%,1%,0%,0%
COc1ccc(C(C)(C)C)cc1NC(=O)COC(=O)c1nc2nccc(C)n2n1,7%,-1%,x,x,x,4%,x,x,0%,1%,0%
O=C1NC2(CCCCCC2)C(=O)N1Cc1ccc(Cl)cc1Cl,-2%,-2%,2%,3%,27%,-4%,7%,-11%,-28%,1%,-5%
COc1cc(CNc2nnnn2C)ccc1OCc1c(F)cccc1Cl,-10%,-10%,4%,1%,-16%,4%,-13%,-2%,6%,4%,-18%
COc1ccc2oc(C(=O)OC(C)C(=O)Nc3ccc(N4CCOCC4)cc3)c(C)c2c1 (configuration not stated),u,-5%,x,x,x,6%,-12%,x,20%,u,-3%
COCCNC(=O)c1cc(-c2ccccn2)nc2ccc(S(=O)(=O)N3CCC(C)CC3)cc12,1%,3%,-8%,25%,-18%,-2%,1%,2%,-17%,2%,1%
CCC(C)NC(=O)C1c2ccccc2Oc2ccccc21 (configuration not stated),-3%,-3%,u,-4%,33%,-5%,0%,x,4%,-1%,0%
O=C(NCC1CCCO1)c1ccccc1NS(=O)(=O)c1cccs1 (configuration not stated),2%,-4%,-10%,1%,5%,0%,-1%,4%,1%,-2%,0%
CC(C)(C)c1ccc(C(=O)c2c[nH]c(C(=O)NCc3ccco3)c2)cc1,-3%,-2%,13µM*,14%,u,0%,-11%,-20%,24%,-7%,24%
COc1ccc(/C=N/NC(=O)C(=O)N2CCCC2)cc1,14%,-1%,-15%,1%,13%,9%,u,-4%,0%,2%,-1%
COc1ccc(NC(C)=O)cc1NC(=O)CN1CCN(C(=O)c2ccco2)CC1,u,-2%,19%,-8%,-6%,0%,-1%,-3%,3%,x,0%
CCN1CCN(Cc2c(O)ccc3c(=O)c(-c4ccccc4OC)coc23)CC1,8%,0%,-5%,11%,3%,2%,0%,9%,2%,3%,-2%
Cc1c(N(C)S(=O)(=O)c2cc(C(=O)N3CCCC3)ccc2Cl)c(=O)n(-c2ccccc2)n1C,-1%,-7%,-9%,41%[activator],2%,1%,-1%,-7%,-4%,8%,2%
CCN(CC(=O)Nc1ccc(NC(C)=O)cc1)C(=O)c1cc2c(s1)CCCCC2,-3%,-3%,x,x,x,3%,-23%,x,2%,-18%,-2%
CC(C)CCNC(=O)c1cc2c(=O)n3ccccc3nc2s1,10%,27%,6%,10%,15%,12%,-17%,u,u,-5%,28%
CC(CC1C(C#N)=C(N)SC(N)=C1C#N)c1ccccc1 (configuration not stated),7%,-5%,u,33%[activator],u,-8%,6%,12%,-30%,2%,6%
CCC(CC)C(=O)Nc1cccc(S(=O)(=O)c2cccc(NC(=O)C(CC)CC)c2)c1,4%,3%,8%,-7%,-6%,0%,0%,-4%,0%[1.84 µM],4%,15%
Cc1cc(C=C2C(=O)c3ccccc3C2=O)c(C)n1-c1ccc(C(=O)O)cc1,2%,2%,16%,-7%,-13%,7%,19µM*,u,-3%,3%,-2%
O=C(CN1CCN(c2ccc(O)cc2)CC1)N(C1CC1)C1CCS(=O)(=O)C1 (configuration not stated),-6%,-2%,x,x,x,1%,x,x,25%,1%,7%
S=C(NC1CC1)SCc1ccco1,10%,-2%,x,x,x,13%,x,x,3%,u,2%
O=C(COc1cccnc1[N+](=O)[O-])N1CCN(S(=O)(=O)c2ccc3ccccc3c2)CC1,-5%,0%,-3%,17%,u,-2%,3%,u,-1%,4%,0%
Cc1cc(OCC(=O)c2ccc(Br)cc2)ccc1N1C(=O)CCC1=O,-1%,10%,6%,-12%,u,-7%,-19%,-15%,0%,x,7%
O=C(O)CCCCNCc1ccccc1,4%,2%,1%,-8%,-5%,3%,0%,-2%,9%,-1%,2%
O=C(CCn1cccn1)N1CCCC(N2CCN(c3cccc(Cl)c3)CC2)C1 (configuration not stated),9%,12%,13%,-8%,u,-7%,-1%,-1%,5%,1%,19%
CCOC(=O)C1(Cc2ccccc2)CCN(Cc2cccn2-c2cccnc2)CC1,0%,-4%,6%,-1%,-22%,-9%,-1%,-8%,-15%,-5%,-17%
O=[N+]([O-])c1ccc(Oc2cccc3cccnc23)c([N+](=O)[O-])c1,-22%,-6%,u,6%,8.9µM*,20%,-15%,u,-80%,-9%,-5%
COC(=O)C1(O)CC(C(C)C)=NN1C(=O)c1ccccc1 (configuration not stated),-4%,1%,14%,-1%,-18%,1%,2%,5%,-3%,5%,1%
O=C(Nc1ccccc1)c1cc(-c2ccccc2Cl)no1,20%,u,-12%,-2%,-35%,u,0.76µM*,-6%,46%,4%,23%
COc1ccc(C(=O)Nc2ccc(S(=O)(=O)Nc3cc(C)nc(C)n3)cc2)cc1OC,-1%,1%,-8%,0%,3%,3%,-4%,u,0%,2%,5%
CCN(CC(=O)Nc1c(F)cccc1F)C(=O)Cc1ccc2c(c1)CCC2,2%,-1%,x,x,x,-2%,2%,x,4%,-1%,2%
COc1ccc2c(c1)C(NC(C)=O)C(=O)N2CCc1ccccc1 (configuration not stated),-2%,-1%,-16%,-1%,8%,1%,2%,0%,-8%,-5%,-13%
C(=N\Nc1ccc2nncn2n1)/c1ccco1,2%,0%,11%,-5%,-13%,1%,5%,u,-21%,-1%,-2%
CNC(=O)/C(C#N)=C/c1c(N2CCCCCC2)nc2c(C)cccn2c1=O,-8%,4%,-12%,-21%,6%,-8%,-1%,u,-10%,-8%,-2%[1.84 µM]
O=C(CP(=O)(c1ccccc1)c1ccccc1)Nc1nc2ccc(Cl)cc2s1,-2%,1%,3%,-2%,6%,-8%,3%,-12%,-38%,4%,-3%
CCN(CCO)C1CC(=O)N(c2ccccc2C)C1=O (configuration not stated),u,0%,3.5µM*,-4%,4µM*,-1%,-10%,-10%,0%,4%,-2%
O=c1c(/C=N/O)coc2ccc(Cl)cc12,6%,1%,3%,-18%,3%,-2%,-4%,264%[activator],-8%,7%,-7%
Cc1ccc(C(C)NC(=S)NC2CCCCC2)cc1C (configuration not stated),8%,-4%,4µM*,-7%,2.5µM*,-12%,1%,-12%,x,x,0%
Cc1cc(C)c(NC(=O)CC(C)(C)C)c(Cl)c1,28%,0%,-7%,-4%,30%,1%,-9%,-16%,3%,10%,-1%
COc1ccc(OC)c(Cc2nnc(CCC(=O)N3CCCCCC3)o2)c1,0%,0%,3%,-8%,3%,-3%,0%,-6%,u,2%,-4%
COc1ccccc1N1CCN(C(=O)c2cccc(C(=O)N3CCN(c4ccccc4OC)CC3)c2)CC1,x,0%,-2%,-3%,12%,-14%,2%,5%,-21%,-1%,-3%
COc1ccc(C(=O)/C=C/c2cc(OC)c(O)c(OC)c2)c(F)c1,-30%,0%,u,u,u,-2%,19µM*,-7%,-89%,-19%,-17%
CC1CN(C(=O)COC(=O)c2c(Cl)cccc2Cl)CC(C)O1 (configuration not stated),5%,-2%,-8%,15%,11%,1%,-5%,-3%,11%,0%,6%
COCCN(C(=O)Nc1ccc(OC)cc1)c1nc2ccccc2s1,x,12%,x,-5%,x,1%,-22%,-5%,-14%,2%,9%
COc1ccc(N(CC(=O)Nc2cc(C)ccc2C)S(=O)(=O)c2c(C)[nH]c(=O)[nH]c2=O)cc1,-6%,-4%,-1%,1%,-10%,-1%,0%,-2%,6%,0%,-1%

High-throughput results deposited in PubChem BioAssay by National Center for Advancing Translational Sciences (NCATS).
